# From PubChem BioAssay
# TLR4 MyD88 comp = blocks binding of human TLR4 to MyD88. O00206+Q99836. HeLa CL3-4 TLR4/MyD88 BLA complementation, FRET ratio. 0.18% of 200,000 active. inhibition, % at 8.4 µM. AID 861; in the data active means inhibition above about 25%;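 further: 0% = vehicle and 100% = reference inhibitor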
# Target sequence (O00206 whole entry, looked up): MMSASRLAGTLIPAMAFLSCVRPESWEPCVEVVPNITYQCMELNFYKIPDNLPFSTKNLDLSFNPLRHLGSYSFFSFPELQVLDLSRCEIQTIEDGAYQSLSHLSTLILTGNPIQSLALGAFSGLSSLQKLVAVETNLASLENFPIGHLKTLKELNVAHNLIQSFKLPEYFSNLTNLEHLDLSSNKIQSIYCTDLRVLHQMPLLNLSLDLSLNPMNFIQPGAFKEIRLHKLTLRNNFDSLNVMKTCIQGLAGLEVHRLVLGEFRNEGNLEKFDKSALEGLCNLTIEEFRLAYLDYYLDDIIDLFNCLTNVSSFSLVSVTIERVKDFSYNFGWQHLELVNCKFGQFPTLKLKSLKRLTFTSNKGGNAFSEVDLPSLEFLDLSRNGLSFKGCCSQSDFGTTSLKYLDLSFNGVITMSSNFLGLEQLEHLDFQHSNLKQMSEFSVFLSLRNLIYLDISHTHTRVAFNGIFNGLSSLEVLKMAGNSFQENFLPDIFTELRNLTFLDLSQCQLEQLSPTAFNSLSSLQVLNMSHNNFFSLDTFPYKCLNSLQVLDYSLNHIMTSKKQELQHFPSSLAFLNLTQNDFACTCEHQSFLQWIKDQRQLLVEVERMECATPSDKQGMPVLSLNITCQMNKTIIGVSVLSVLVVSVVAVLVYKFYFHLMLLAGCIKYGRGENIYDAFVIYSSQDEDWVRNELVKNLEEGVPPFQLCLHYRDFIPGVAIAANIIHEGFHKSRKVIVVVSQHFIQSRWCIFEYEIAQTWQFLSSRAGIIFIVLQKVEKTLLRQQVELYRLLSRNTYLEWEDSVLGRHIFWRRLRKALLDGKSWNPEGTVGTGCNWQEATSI
# Target sequence (Q99836 whole entry, looked up): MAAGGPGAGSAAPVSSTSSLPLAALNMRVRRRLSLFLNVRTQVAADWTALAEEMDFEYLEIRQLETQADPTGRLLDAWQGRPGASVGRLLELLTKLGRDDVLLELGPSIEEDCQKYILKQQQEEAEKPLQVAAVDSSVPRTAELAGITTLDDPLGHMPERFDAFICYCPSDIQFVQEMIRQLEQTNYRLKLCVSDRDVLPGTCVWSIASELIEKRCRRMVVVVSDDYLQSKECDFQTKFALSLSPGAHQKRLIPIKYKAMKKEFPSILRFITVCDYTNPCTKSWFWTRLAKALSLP
# STAT3 act = STAT3 signaling activation | U3A cells, IL-6 STAT3-luciferase reporter, luminescence; 100% = signal with IL-6 EC80 alone | activation (% of control), % at 5.6 µM | 0.91% of 190,000 active | AID 871;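 active means activation above the screen-wide mean of compound activation plus 3 SD, cut at about 130% in these data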;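 further: 0% = background luminescence of wells with medium and substrate only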
#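 Material: human STAT1-deficient U3A cells with stable STAT3-luciferase reporter / Probe or stimulus: IL-6 stimulus at 33 ng/mL final / Schedule: 1 h compound pre-exposure, 6 h IL-6 stimulation, 37 °C / Technique: luminescence / Read-out basis: percent of IL-6-only median luminescence / Control set: IL-6-only high control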
# STAT3 inh = STAT3 signaling inhibition | U3A cells, IL-6 STAT3-luciferase reporter, luminescence; host cell line lacks STAT1 | inhibition, % at 5.5 µM | 0.89% of 190,000 active | AID 862;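 active means inhibition above the mean inhibition across all screened compounds plus 3 SD, cut at about 44% in these data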;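 further: 0% = DMSO only wells and 100% = 100 µM nifuroxazide control wells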
# Redox H2O2 prof = compounds producing H2O2 with reducing agent – biochemical, NIH compound library profiling, artefact control for MLSCN library redox annotation, primary screen; DTT-dependent redox cycling H2O2, phenol red/HRP absorbance; 100% = 100 µM peroxide control, 0% = buffer; activation, % at 10 µM; 0.03% of 200,000 active; AID 878;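 active means activation of at least 50% relative to the plate's high and low controls in the primary single-dose screen; inactive means activation below 50%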;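 further: compound incubated with DTT at 0.8 mM final as the reducing agent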
# STAT1 blocker = STAT1 signaling inhibition; NIH 3T3 STAT1-luciferase reporter, IFN-gamma, luminescence; inhibition, % at 5.5 µM; 0.35% of 200,000 active; AID 920;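 active means inhibition above a set limit, the mean inhibition across all tested compounds plus 3 SD, cut at about 34% in these data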;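 further: 0% = IFN-gamma with DMSO and 100% = IFN-gamma with 300 µM nifuroxazide; values of inactives mirror those of a sister screen read the other way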
# NF-kB expr up = compounds increasing NF-kB expression in human neuronal cells | 1.6% of 190,000 active | NF-kB reporter expression; active compounds read high | fold change at 12.5 µM; in the data active means fold change above about 3.3
# APP 5'UTR act = activates APP 5'UTR luciferase reporter | SH-SY5Y APP 5'UTR luciferase reporter, luminescence; zero percent = DMSO vehicle wells | activation, % at 2 µM | 1% of 190,000 active | AID 1276;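 active means activation above a set limit, based on mean plus 3 SD of controls, cut at about 140% in these data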; further: values of inactives mirror those of a sister screen read the other way
# Efa HMGR inh = blocks class II HMG-CoA reductase of Enterococcus faecalis; purified E. faecalis HMGR, NADPH absorbance 340 nm kinetic; inhibition, % at 10 µM; 0.41% of 190,000 active; AID 1066;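 active means inhibition above a set limit, the median over all tested compounds plus 3 SD, cut at about 9.5% in these data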;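 further: enzyme runs in reverse so mevalonate oxidation gives rising NADPH absorbance; 0% = complete reaction with DMSO and 100% = background rate lacking mevalonate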
# STAT1 act = increases IFN-gamma driven STAT1 reporter signal. NIH 3T3 STAT1-luciferase reporter, luminescence; 100% = IFN-gamma alone, no compound. activation (% of control), % at 5.5 µM. 2.6% of 200,000 active. AID 932;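 active means activation above the screen-wide mean activation plus 3 SD, cut at about 130% in these data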;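 further: raw ratio to IFN-gamma control signal so 100% means no change and 0% no light; values of inactives mirror those of a sister screen read the other way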
# Hsp70 activator = Hsp70 transcriptional activation, primary screen | 0.04% of 200,000 active | activation, % at 10 µM | HeLa Hsp70 promoter luciferase reporter, luminescence; scaled: vehicle 0, proteasome-inhibitor control 100%;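 active means activation above the mean across all tested compounds plus 3 SD, cutoff set per campaign, cut at about 5.5% in these data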;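 further: 100% = MG132 at 30 µM as the positive control and 0% = DMSO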
# The depositor's hits bear a star; . = not tested or not shown.
SMILES,TLR4 MyD88 comp,STAT3 act,STAT3 inh,Redox H2O2 prof,STAT1 blocker,NF-kB expr up,APP 5'UTR act,Efa HMGR inh,STAT1 act,Hsp70 activator
CC(C)(C)c1sc(N)nc1-c1ccccc1,-2,101,9,1.8,1,.,-11,.,99,-0.3
CCC(=O)NC(C)C(c1cccs1)N1CCN(c2ccccc2)CC1 (stereo not drawn),-2,95,11,2.5,-5,1.4,-15,-13,104,0.1
CCC(=O)Nc1nc2c(OC)ccc(OC)c2s1,-8,101,7,-0.9,-4,1.1,6,0,104,0.1
COc1cc(C2CC(=O)c3c(O)cc(O)cc3O2)ccc1O (stereo not drawn),-5,.,.,0.0,-11,0.97,-10,-1,109,-0.2
Cc1noc(C)c1S(=O)(=O)NC1CCN(Cc2ccccc2)CC1,.,.,.,-1.4,.,1.1,25,-3,.,.
Cc1cc(C(F)(F)F)nn1CC(=O)N1CCCCC1C (stereo not drawn),0,104,-2,1.4,2,1,6,-4,98,0.0
CC1=C/C(=N\NC(=S)NCCc2ccccc2)CC(C)(C)C1,-22,97,12,0.6,-18,1.9,17,-4,117,0.0
Nc1nc(-c2ccccc2)nn1C(=O)Cc1ccccc1,8,97,5,-0.1,6,0.88,-1,0,98,-0.1
O=C(Nc1ccc2c(c1)OCO2)C1CC(c2c(F)cccc2Cl)=NO1 (stereo not drawn),-1,111,-5,1.2,-17,1.4,35,-2,116,0.2
O=C(c1ccco1)N1CCN(C(=O)c2cc3c(s2)-c2ccccc2OC3)CC1,-4,101,4,-0.3,-2,1.4,1,3,102,-0.2
CCOc1ccc(-c2nnc(-c3ccco3)o2)cc1,-5,33,78*,2.0,7,2.9,147*,-1,94,-0.4
Cc1ccc(C(=O)O)cc1-c1ccc(C=C2C(=O)c3ccccc3C2=O)o1,-4,114,-17,-0.4,-5,0.86,-20,-7,105,0.1
COC(=O)c1ccccc1NC(=O)c1ccc(-c2cccc(Cl)c2)o1,-2,97,7,1.1,-7,1.3,12,-4,107,-0.3
COc1ccc(-n2c(SCC(=O)Nc3cc(C)on3)nc3c(c2=O)SCC3)cc1,-4,97,12,0.2,1,1.1,-9,0,99,0.0
OCCN1CCOCCN(CCO)CCN(CCO)CC1,-7,98,8,-0.7,8,1,-6,3,93,-0.5
Cc1ccc2c(Cl)c(C(=O)NCCCn3ccnc3)sc2c1,0,93,11,0.5,-2,0.96,17,-1,106,0.0
O=C(c1cnn2cccnc12)N1CCN(Cc2ccc3c(c2)OCO3)CC1,-7,99,6,2.1,0,0.95,-5,-6,100,-0.1
COc1ccc(OC)c(/C=C/C(=O)Nc2ccc(OC)nc2)c1,-16,83,23,-2.1,7,1.1,28,-3,93,0.1
CN1/C(=C\C(=O)C[n+]2cccc(Br)c2)C(C)(C)c2ccccc21,-7,87,23,-0.3,8,0.72,0,3,93,-0.5
COc1ccc(C(=O)Nc2cccc(-c3nc4ncccc4o3)c2C)cc1,2,93,12,1.1,-7,1.2,-15,-7,106,-0.2
CCC(CC)C(=O)Nc1cccc(C(=O)Nc2nnc(C)s2)c1,-9,85,19,0.3,5,1.3,0,-1,95,0.1
CC(C)OCC1CC(CC(=O)Nc2ccc([N+](=O)[O-])cc2)C(=O)O1 (stereo not drawn),-14,105,-1,-0.1,1,1.1,0,-3,97,-0.3
CC(C)Cc1nc(C#N)c(N2CCC(C(N)=O)CC2)o1,1,98,3,-0.3,-10,1.1,14,0,109,-0.3
C/C(=N/OCc1ccc(Br)cc1)c1ccccn1,8,90,12,-2.2,-40,4*,197*,-1,138*,0.2
Cc1ccccc1C(=O)Nc1ccccc1C(=O)N/N=C\c1ccco1,-5,104,2,-4.3,1,1.2,18,0,99,-0.2
CC(C)(C)c1nc(SCC(=O)NCc2ccco2)c2ccccc2n1,-9,100,2,-0.3,7,0.78,11,4,94,1.0
O=C(CNS(=O)(=O)c1ccc(Br)cc1)N1CCN(c2ccc(F)cc2)CC1,12,94,10,0.4,11,1,10,3,90,-0.1
CCC(C)(NC(=O)c1ccc(=O)[nH]c1)C(=O)NC1CCCC1 (stereo not drawn),-3,100,5,-0.2,8,1.1,-13,-3,93,-0.4
Cc1oc(-c2ccccc2F)nc1CS(=O)(=O)CC(=O)NCCCN1CCc2ccccc2C1,-5,108,-4,-0.6,7,0.77,-4,4,94,-0.2
Cc1cccnc1CCNC(=O)CCc1nnc(-c2ccccc2)o1,4,99,12,0.9,-13,1.2,8,-7,111,-0.2
O=C(c1ccco1)N1CCN(C(=O)c2ccc(Cn3cc(Br)cn3)o2)CC1,-12,103,-4,-0.3,3,0.98,0,1,99,-0.1
C=CCNc1cnn(-c2ccc(C)cc2)c(=O)c1Cl,3,102,0,0.2,-38,2.8,92,-1,134*,-0.1
CCOC(=O)Cc1csc(NC(=O)CSc2nnc(-c3ccc(F)cc3)o2)n1,1,97,6,2.2,-1,1.1,11,-5,101,0.2
Cc1cc(C)cc(OCC(=O)OCC(=O)NCc2cccs2)c1,-1,103,2,0.3,-10,1.1,-24,-4,109,-0.2
Cc1ccc2c(c1)c(C1=NC(=S)NC1=O)c(O)n2C,-7,83,22,-1.0,11,1.3,7,-2,89,-0.3
O=C(CSc1nnc(-c2ccco2)o1)c1ccccc1Cl,5,99,11,-0.2,-19,1.4,26,-5,115,-0.1
COc1cccc(-c2cc(C(=O)NCC3CCCO3)c3ccccc3n2)c1 (stereo not drawn),-2,105,-4,-0.5,2,0.7,-15,1,98,0.2
CCc1nc(Nc2ccncc2)c2oc3ccccc3c2n1,-9,97,10,-9.8,15,3.6*,27,-2,86,-0.1
CCOc1ccc(OCC)c(NC(=O)C2CCN(S(=O)(=O)c3cccc4nonc34)CC2)c1,5,98,10,0.7,4,0.6,5,-2,96,0.1
CCN1C(=O)CC(Sc2ccccc2N)C1=O (stereo not drawn),-2,103,-2,-0.3,7,1.2,-4,-2,94,-0.6

# As entered above.
# STAT3 act result of Cc1oc(-c2ccccc2F)nc1CS(=O)(=O)CC(=O)NCCCN1CCc2ccccc2C1 → 108
# STAT1 act result of C/C(=N/OCc1ccc(Br)cc1)c1ccccn1 → 138*
# STAT3 act result of CCC(C)(NC(=O)c1ccc(=O)[nH]c1)C(=O)NC1CCCC1 (stereo not drawn) → 100
# NF-kB expr up result of O=C(CNS(=O)(=O)c1ccc(Br)cc1)N1CCN(c2ccc(F)cc2)CC1 → 1

# (more compounds)
SMILES,TLR4 MyD88 comp,STAT3 act,STAT3 inh,Redox H2O2 prof,STAT1 blocker,NF-kB expr up,APP 5'UTR act,Efa HMGR inh,STAT1 act,Hsp70 activator
CC1(c2ccc([N+](=O)[O-])cc2)CC(C)(C)N(C(=O)c2ccccc2)c2ccccc21 (stereo not drawn),-21,101,-1,1.2,6,1,-8,-3,94,-0.2
Cc1ccc(-c2cc(C(F)F)nc(S(C)(=O)=O)n2)cc1,4,94,12,0.0,33,1,-1,2,70,0.2
Cc1cc(C)n(-c2ccc(C(=O)OCC(=O)Nc3ccc(Cl)c(S(=O)(=O)N(C)C)c3)cc2)n1,2,103,0,0.5,-2,0.87,-8,-8,102,-0.2
Cc1ccc(NC(=O)c2ccccc2O)cc1,2,88,18,-2.7,-4,6*,131,-1,105,0.0
COC(=O)c1ccc(NC(=O)c2ccco2)cc1,6,97,10,-0.3,-27,2.5,120,-5,124,0.1
COc1ccccc1C(=O)OCc1ccc2sc(C)nc2c1,8,96,10,-0.5,-7,.,11,-9,107,-0.1
c1ccc(Nc2nc(N3CCOCC3)c3ccccc3n2)cc1,1,86,22,0.1,18,0.6,7,3,83,-0.7
COc1ccc2cc(Br)ccc2c1CC(=O)NC1CC(C)(C)NC(C)(C)C1,-2,100,-1,0.0,3,1.2,-15,-2,93,0.0
CCC1Oc2ccccc2N(CC(=O)NCCC2=CCCCC2)C1=O (stereo not drawn),-15,98,8,-0.3,-2,0.9,4,-1,102,-0.2
CC1(C)CC(=O)C2=C(C1)Nc1nc(SCCN3CCOCC3)[nH]c(=O)c1C2c1cccs1 (stereo not drawn),9,103,-3,0.6,7,1.1,0,1,94,-0.6
CS(=O)(=O)c1ccc(Cl)c(NC(=O)COC(=O)c2c(Cl)cccc2Cl)c1,6,97,8,0.0,10,0.7,-2,-2,88,-0.3
O=C(Nc1cc(Sc2ccccn2)cc([N+](=O)[O-])c1)c1ccc(Cl)cc1,-5,74,35,16,14,1.1,0,-6,88,-0.2
COc1ccc(N2C(=O)CC(N3CCN(c4ccc(C(=O)c5cccnc5)cc4)CC3)C2=O)cc1 (stereo not drawn),7,99,5,-3.2,3,0.89,11,0,97,-0.3
COc1ccc(Nc2nc(N3CCCC3)nc3ccccc23)c(OC)c1,8,108,-6,-2.7,-10,0.26,-36,-4,109,-0.7
CC(=O)Nc1ccc(S(=O)(=O)NC(=O)C23CC4CC(CC(C4)C2)C3)cc1,-6,109,-7,2.2,0,1.3,11,-4,100,0.1
CC(c1ccccc1)N(NC(=O)C(O)(c1ccccc1)c1ccccc1)C(=O)c1ccccc1 (stereo not drawn),-14,101,-4,-0.1,5,1,-7,-1,98,-0.4
O=C(NCCCn1ccnc1)/C(=C\c1cccnc1)NC(=O)c1ccccc1F,0,101,1,-0.2,-1,1.2,2,-5,100,-0.3
O=C(C1CC1)N1CCC(C(O)(c2ccccc2)c2ccccc2)CC1,7,102,-2,-0.1,1,1.1,-7,-4,99,-0.4
N#Cc1ccc(CSc2nnc(Cc3cccs3)n2Cc2ccco2)cc1,-3,102,1,-0.2,6,0.86,4,-10,95,-0.5
CCOCCCNCc1cn(-c2ccc(F)cc2F)nc1-c1ccccc1C,-6,128,-17,0.7,11,0.8,4,1,89,-0.1
CCC(=O)N1CCc2cc(OC)c(OC)cc2C1COc1ccccc1OC (stereo not drawn),-5,101,6,-0.1,-2,1.1,3,2,102,0.1
Cc1ccc(Cl)cc1NC(=O)C[n+]1ccc(Cc2ccc([N+](=O)[O-])cc2)cc1,3,101,-1,-1.2,9,1.1,-29,-5,92,-0.3
Cc1oc(-c2ccccc2F)nc1CSCC(=O)NCc1ccc2c(c1)OCO2,0,99,6,0.2,9,1.1,-29,-7,92,-0.1
CC/C(Cc1ccccc1)=N\NC(=O)c1cc([N+](=O)[O-])cc([N+](=O)[O-])c1,2,100,2,0.3,-13,1.3,-17,-7,110,-0.4
COc1cccc(SCC2(O)CCN(C(=O)c3ccc(Cl)cc3)CC2)c1,12,99,7,-1.0,-1,1.2,7,-4,99,0.0
Cc1c(-n2cc(C(=O)c3cc(Cl)ccc3O)cc(C#N)c2=O)c(=O)n(-c2ccccc2)n1C,6,103,0,2.5,3,1.3,3,-5,97,0.4
CCN(CC)S(=O)(=O)c1cc(NC(=O)C(CC(C)C)NC(N)=O)ccc1C (stereo not drawn),-4,97,5,-2.5,-1,0.95,-12,-2,100,-0.2
NC(=O)CCN1CCCCC1,-3,105,-3,-0.5,0,1.2,-3,-8,98,-0.4

# As a working copy, some entries already given.
SMILES,TLR4 MyD88 comp,STAT3 act,STAT3 inh,Redox H2O2 prof,STAT1 blocker,NF-kB expr up,APP 5'UTR act,Efa HMGR inh,STAT1 act,Hsp70 activator
CCN(CC)S(=O)(=O)c1cc(NC(=O)C(CC(C)C)NC(N)=O)ccc1C (stereo not drawn),-4,97,5,-2.5,-1,0.95,-12,-2,100,-0.2
NC(=O)CCN1CCCCC1,-3,105,-3,-0.5,0,1.2,-3,-8,98,-0.4
